# Screening results as filed in PubChem.
# IL1B secr inh: inhibitors of inflammasome signaling (IL-1 beta secretion) | THP-1 LPS/ATP IL-1B secretion, AlphaLISA, 16 h; active compounds read low | activity change, % at 57.5 µM | 4.7% of 360,000 active; in the data active = activity change below about -50%; inconclusive = mostly about -30% to -49%; also: % is scaled to controls: 0 for no effect and ±100 for the full control effect
#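 Secreted IL-1B measured by AlphaLISA bead assay after 16 h compound exposure of THP-1 cells; compounds (final up to 57.5 uM) added 1 h before LPS (250 ng/mL) and ATP (1.25 mM) stimulation; lower signal means less secretion.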
# D3 ag: activates the human D3 dopamine receptor; P35462; D3R DiscoveRx beta-arrestin cells, luminescence, 90 min; max activation, %; 0.58% of 410,000 active; AID 652048; in the data active = max activation above about 30%; also: 0% is about no effect; mostly tested at two doses, the higher about 12 µM
# Target sequence (P35462 whole entry, looked up): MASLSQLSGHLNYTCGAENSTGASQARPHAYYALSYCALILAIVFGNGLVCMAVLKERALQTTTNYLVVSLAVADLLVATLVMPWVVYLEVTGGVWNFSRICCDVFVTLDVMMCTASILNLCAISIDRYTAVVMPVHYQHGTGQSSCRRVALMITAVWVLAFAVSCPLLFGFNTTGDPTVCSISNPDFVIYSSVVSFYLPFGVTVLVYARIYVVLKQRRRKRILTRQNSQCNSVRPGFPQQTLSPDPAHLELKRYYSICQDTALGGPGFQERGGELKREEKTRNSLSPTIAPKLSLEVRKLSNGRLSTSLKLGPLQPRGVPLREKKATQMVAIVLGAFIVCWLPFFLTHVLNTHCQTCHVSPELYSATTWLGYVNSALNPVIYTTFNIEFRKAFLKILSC
#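 Agonist-mode cell screen: cells plated at 1500/well and incubated overnight at 37 °C, then exposed to library compounds for 90 min at 37 °C. Detection reagent was added for 30–60 min at room temperature, and luminescence was read.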
# D3 antag: antagonists of human D3 dopamine receptor. P35462. D3R cells, DiscoveRx beta-arrestin luminescence, antagonist mode; active compounds read low. max response, negative = inhibition, %. 2.5% of 360,000 active; in the data active = max response below about -50%; inconclusive = no clear call, values can overlap the other calls; also: % is scaled to controls: 0 for no effect and ±100 for the full control effect; mostly tested at two doses, the higher about 12 µM
#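 Cells plated overnight at 1500 cells/well, then exposed to library compounds with dopamine controls for 90 minutes at 37 degrees C. DiscoveRx reagent added for 30–60 minutes at room temperature; luminescence read, quantitative HTS format.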
# GLP-1R agonist: agonists of human GLP-1 receptor; P43220; HEK293 GLP-1R CRE-luciferase, luminescence, 4-6 h; cells express a hypersensitive GLP-1R form; Potency, µM (top dose mostly 45.6 µM), for the others: at the highest dose activation, usual class: activators; 0.007% of 380,000 active; AID 624172; also: potency is read from the fitted curve at half-maximal effect; % of control where 0% means no effect
# Target sequence (P43220 whole entry, looked up): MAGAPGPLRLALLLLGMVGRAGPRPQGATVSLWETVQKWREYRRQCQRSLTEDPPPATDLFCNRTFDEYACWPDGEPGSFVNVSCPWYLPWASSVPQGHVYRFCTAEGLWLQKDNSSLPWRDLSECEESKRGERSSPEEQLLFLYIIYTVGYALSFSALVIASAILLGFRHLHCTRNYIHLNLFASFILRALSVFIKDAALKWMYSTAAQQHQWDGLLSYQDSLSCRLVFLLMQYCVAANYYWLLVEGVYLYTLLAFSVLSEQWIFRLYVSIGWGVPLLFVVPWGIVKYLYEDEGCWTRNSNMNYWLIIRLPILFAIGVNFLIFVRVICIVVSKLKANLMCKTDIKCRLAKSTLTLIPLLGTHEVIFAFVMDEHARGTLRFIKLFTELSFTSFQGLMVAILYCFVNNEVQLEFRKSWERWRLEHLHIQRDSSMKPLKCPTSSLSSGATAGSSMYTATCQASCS
# HT1080 IDH1KD tx: HT-1080 IDH1 knockdown cell toxicity (counter line); HT-1080 IDH1 knockdown viability, ATP luminescence, 48 h; Potency, µM (series often up to 46.1 µM), without a hit: at the highest dose activity, negative = toxicity, hits mostly cytotoxic; 2% of 360,000 active; AID 686971;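 also: potency is read from the fitted curve at half-maximal effect; 0% = DMSO wells and -100% = cell-free medium wells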
#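 IDH1KD HT-1080 cells, 750/well, RPMI + 5% FBS; compound pinned after 2 h settling; 48 h, 37 °C; CellTiter-Glo luminescence; % activity normalised to DMSO and no-cell wells; curves fitted, classed by r2 and efficacy.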
# SW480 rerep: DNA re-replication induction in SW480 cells. SW480 DNA re-replication, Hoechst DNA content imaging, 48 h. 1.8% of 340,000 active. Potency, µM (highest dose often 46.1 µM), inactives show top-dose re-replication activation, most hits filed as activators; also: potency is read from the fitted curve at half-maximal effect; % of control where 0% means no effect; nearly all actives have a fitted effect of over 55% in size
#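 Cells (250 per well) received 23 nL compound or DMSO by pin tool and were kept 48 hr at 37 C, 5% CO2. Nuclei were then stained with Hoechst for 40 min and scanned for DNA content.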
# KB-V1 cytotox: KB-V1 MDR subline cytotoxicity; Potency, µM (doses to about 46.1 µM), for the others: at the top dose activity change, negative = cytotoxicity, hits mostly cytotoxic; KB-V1 MDR cells viability, CellTiter-Glo, 72 h; AID 1347076; 3.4% of 400,000 active; also: potency is read from the fitted curve at half-maximal effect; % is scaled to controls: 0 for no effect and ±100 for the full control effect; nearly all actives have a fitted effect of over 60% in size
#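 Cells of the MDR subline KB-V1 are plated, dosed with compound at multiple concentrations, and incubated 72 h at 37 degrees C; CellTiter-Glo is then added and luminescence read after 10 min.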
# KB-3-1 cytotox: KB-3-1 parental cell cytotoxicity; KB-3-1 viability, CellTiter-Glo ATP luminescence, 72 h; Potency, µM (highest dose often 46.1 µM), for the others: at the highest dose activity change, negative = cytotoxic, most hits filed as cytotoxic; 1.4% of 400,000 active; also: potency is read from the fitted curve at half-maximal effect; % is scaled to controls: 0 for no effect and ±100 for the full control effect; nearly all actives have a fitted effect of over 60% in size
#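 Viability of parental KB-3-1 cells, measured by CellTiter-Glo luminescence, followed a 72 h incubation at 37 °C with pinned compounds in phenol-red-free DMEM containing 10% FBS.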
# HT1080-NT tox: kills 2HG-producing HT-1080-NT fibrosarcoma cells. HT-1080-NT fibrosarcoma viability, CellTiter-Glo ATP luminescence, 48 h. Potency, µM (top dose mostly 46.1 µM), for inactives: top-dose activity, negative = less viability, usual class: cytotoxic. 1.6% of 360,000 active;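 also: NT is the 2HG producing partner of a matched IDH1 knockdown line; potency is read from the fitted curve at half-maximal effect; 0% = DMSO-treated cells and -100% = media-only wells without cells; nearly all actives have a fitted effect of over 55% in size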
#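 750 cells/well, RPMI + 5% FBS; 2 h settle, compound pin-transfer, 48 h at 37 degrees C. CellTiter-Glo 10 min RT, luminescence. Normalized to DMSO and media-only wells.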
# * = called active by the depositor; ? = inconclusive; · = no result given; & = joins results of further samples; [ ] = remark or other dose. Unless noted, calls follow the shape of the dose curve; as a rule, active = well fitted curve in the direction sought with a large enough effect; inconclusive = small, poorly fitted or top-dose-only effect, or another doubt; inactive = no such curve, though single readings can be large; an effect the other way counts as inactive or inconclusive.
SMILES,IL1B secr inh,D3 ag,D3 antag,GLP-1R agonist,HT1080 IDH1KD tx,SW480 rerep,KB-V1 cytotox,KB-3-1 cytotox,HT1080-NT tox
Cc1ccccc1CCNC(=O)C1CC(O)CN1C(=O)Nc1ccccc1 (stereo not drawn),-1.2,-10.8,-9.6,0.3%,19.4%,?,10.1%,0.0%,19.5%
CCOc1cccc(CN2CCC(n3nccc3NC(=O)c3ccc4c(c3)OCO4)CC2)c1,-4.2,0.0,0.0,0.8%,-12.7%,3.5%,·,·,-9.9%
O=C(c1nsnc1-c1ccccc1O)N1CCCCC1,1.4,-4.1,-10.7,-3.4%,0.4%,-5.4%,10.0%,24.3%,1.7%
Oc1[nH]c2ccccc2c1/C=N/N1CCCCC1,-9.3,0.1,-2.3,-0.9%,12.0%,-5.5%,18.8%,10.5%,-0.5%
CCC1CCCCN1CCCNC(=O)CN1C(=O)CSc2ccc(S(=O)(=O)N3CCOCC3)cc21 (stereo not drawn),-8.4,-1.8&-0.8,-2.0,4.8%,11.3%,-24.5%,11.9%,15.8%,?
COc1cc(C)c(CN2CCN(CC(=O)Nc3ccccc3C(=O)NC3CC3)CC2)cc1OC,?,-2.7,-20.8,2.0%,3.7%,-18.5%,-5.1%,-12.9%,1.3%
Cc1c(N=C(N)/N=C(\N)Nc2ccc(Br)cc2)c(=O)n(-c2ccccc2)n1C,-23.2,1.4,4.8,-2.7%,-22.1%,-7.0%,13.4%,4.2%,-2.6%
O=C(CSc1n[nH]c(=O)n1Cc1ccccc1)Nc1ccc(N2CCOCC2)cc1,13.4,-7.0,-19.6,-13.8%,-13.8%,-3.6%,17.0%,-8.1%,-11.1%
O=C1CSC(=S)N1N=Cc1cccc(OCc2ccccc2)c1,-6.1,6.3,1.1,-3.4%,-1.0%,·,7.9%,-5.5%,-2.3%
Cc1ccc(-c2noc(CN3CCOCC3)n2)cc1,-2.9,1.7,17.3,-21.0%,16.7%,-0.1%,-6.9%,1.2%,?
CCOc1ccc(CN2C(=O)CC(=O)N(S(=O)(=O)c3ccc(OCC)cc3)C2=O)cc1,30.1,2.4,6.2,7.1%,3.5%,-15.9%,?,22.0%,27.5%
COc1ccccc1OCc1ccc(C(=O)N/N=C/c2ccco2)cc1,-8.9,-7.8,-17.0,-7.9%,3.5%,-696.4%[inhibitor],-1.3%,25.8%,9.6%
CC(=O)OCCC(NS(=O)(=O)OCC(Cl)(Cl)Cl)c1ccccc1 (stereo not drawn),20.3,18.1,?,-3.8%,-10.7%,-2.0%,0.9%,-1.7%,-4.8%
CCOc1ccc(NC(=O)CN2C(=O)CSC2=O)cc1,16.7,1.5,-0.9,12.9%,-25.1%,2.7%,0.0%,?,-6.6%
CCOC(=O)COc1ccc(/C=C/[N+](=O)[O-])c(OCC(=O)OCC)c1,-96.7*,0.6,-5.2,-16.6%,5.62µM*,?,-21.7%,?,7.94µM*
O=C(c1ccc2c(c1)N(Cc1cccc(Cl)c1)C(=O)c1ccccc1S2(=O)=O)N1CCN(c2ccccn2)CC1,-1.6,-11.0,10.0,-1.4%,-16.2%,-21.1%,?,?,?
CN(C(=O)c1cccnc1)c1nnc(-c2ccccn2)s1,2.6,-0.1,-13.5,1.2%,23.3%,-7.5%[9.22 µM],21.0%,11.6%,26.3%
Cc1ccc(C)c(NC(=O)C(Sc2nnc(-c3cccs3)o2)c2ccccc2)c1 (stereo not drawn),16.2,-1.6,-14.1,8.3%,16.2%,-5.5%,19.6%,17.6%,11.5%
CC(Cn1cnc2ccccc21)C(=O)O (stereo not drawn),2.5,-2.4,4.1,-2.9%,9.5%,0.6%,-1.3%,0.3%,-4.6%
CCn1cc(/C=C(\NC(=O)c2ccc(OC)c(OC)c2)C(=O)NCCCn2ccnc2)c2ccccc21,·,1.7,·,-3.4%,·,·,0.0%,2.8%,·
CCOC(=O)c1sc(N)c(C#N)c1COC(=O)CNC(=O)c1ccccc1,1.9,-3.6,0.1,9.0%,0.3%,-1.2%,-1.5%,-9.9%,16.3%
c1ccc(CN2CCN(Cc3nnc(-c4ccccc4)o3)CC2)cc1,19.8,-1.6,2.5,13.4%,5.5%,-1.5%,-22.8%,15.8%,6.5%
CCSCc1nnc(SCC(=O)Nc2nc3ccccc3s2)n1C,28.1,7.5,14.7,-11.0%,6.4%,-2.5%,-0.3%,6.9%,-0.3%
CN=c1scc(-c2ccc(Br)cc2)n1C,-9.7,5.5,0.0,18.4%,0.1%,-1.6%,1.6%,-4.6%,6.3%
COc1ccc(Nc2c(-c3ccc(OC)cc3)nc3cnccn23)cc1,94.8,0.2,12.1,18.7%,3.9%,2.9%,?,23.7%,0.0%

# The list continues.
SMILES,IL1B secr inh,D3 ag,D3 antag,GLP-1R agonist,HT1080 IDH1KD tx,SW480 rerep,KB-V1 cytotox,KB-3-1 cytotox,HT1080-NT tox
CCCC(=O)OCCNc1cc(Sc2nccn2C)c2nonc2c1[N+](=O)[O-],-101.1*,-33.7,-91.9*,-1.2%,14.6µM*,19.8%,-17.0%,?,?
Cc1[nH]c2ccccc2c1/C=C(\C#N)C(=O)NC1CC1,-26.4,0.7,-17.6,6.8%,-0.6%,-1.2%,0.5%,-2.3%,-1.9%
FC(F)(F)c1cccc(CNC2c3ccccc3-c3ccccc32)c1,11.6,8.0,15.2,8.4%,-14.4%,3.4%,-0.4%,1.0%,-23.0%
O=C(Nc1ccccc1N1CCOCC1)C1Cc2ccccc2CN1C(=O)c1ccco1 (stereo not drawn),0.0,0.1,0.0,-0.4%,-1.1%,1.5%,-15.0%,0.0%,-0.1%
O=C(O)c1ccc(N=NN2CCCC2)cc1,-13.4,-22.5,6.1,-2.1%,-1.9%,-9.7%,-4.1%,1.7%,1.2%
COc1nc(Nc2ccccc2)nc(OC)n1,0.8,25.1,12.3,9.0%,-1.6%,?,8.2µM*,?,0.3%
Cc1cccc(NC(=O)c2cc([N+](=O)[O-])ccc2N2CCOCC2)c1C,14.0,-6.6,0.0,10.2%,0.0%,·,-23.7%,-4.6%,-7.0%
CC(=O)c1cc(C#N)c(SCC(=O)OC(C)(C)C)nc1C,-25.4,9.9,?,?,-7.0%,13.1%,-3.1%,-7.2%,-3.6%
CCCS(=O)(=O)c1c(S(=O)(=O)CCC)c2c(C)cccn2c1C(=O)N/N=C/c1cc(O)cc(O)c1,81.1,20.5,42.3,-3.8%,7.31µM*,6.51µM*,20.1%,?,?
COc1cccc2c1OCC(C(=O)O)C2 (stereo not drawn),21.3,3.5,1.3,-0.7%,?,-9.4%,-13.8%,4.4%,11.0%
Nc1c(C(=O)Nc2ccccc2F)sc2nc(-c3cccnc3)ccc12,-9.9,20.3,12.8,4.0%,13µM*,?,-1.0%,9.4%,?
N#C/C(C(=O)Nc1ccc(Cl)cc1)=C(/S)Nc1ccccc1,?,-15.3,-17.8,1.2%,?,?,?,-0.9%,?
Cc1ccc(/C=C/C(=O)O)cc1S(=O)(=O)N1CCC(Cc2ccccc2)CC1,13.7,-7.2,-19.3,3.6%,-0.9%,0.1%,-6.1%,0.0%,-2.6%
Cc1oc2ncn(C)c(=O)c2c1C(=O)Nc1ccccn1,·,0.9,·,1.0%,·,·,?,21.5%,·
CCOC(=O)c1c(NC(=O)Cn2ccsc2=N)sc(C)c1C,-23.3,0.3,-8.7,6.1%,-9.8%,6.2%,-5.5%,-5.9%,-2.4%
COc1cccc(Oc2ccc(C(F)(F)F)cc2NC(=O)C2=COCCO2)c1,-28.7,4.0,-8.6,15.4%,-9.6%,0.3%,-18.9%,-2.5%,-2.4%
Cc1ccc(-n2c(SCC(=O)N3CCN(c4ccccn4)CC3)nnc2N2CCCC2)cc1,-9.2,6.0,16.9,7.1%,-2.2%,9.0%,·,·,6.5%
COC(=O)c1cn(NC(=O)c2ccc([N+](=O)[O-])cc2Cl)c(=O)c2ccccc12,-1.1,-6.7,4.6,0.5%,-5.1%,-3.2%,3.6%,20.5%,-5.8%
CCN(c1ccccc1)S(=O)(=O)c1ccc(Cl)c(NC(=O)CN(C)C2CCN(C)CC2)c1,-54.6*,-8.2,-22.0,10.8%,23.1µM*,?,-10.8%,?,?
Cc1ccc2nc(COC(=O)c3cccnc3Cl)cc(=O)n2c1,-6.7,0.2,10.7,2.7%,-0.7%,·,3.7%,?,11.6%
O=C(c1cccn(Cc2ccc(Cl)c(Cl)c2)c1=O)N1CCOCC1,-11.8,-1.5,17.1,-7.9%,-0.3%,-2.9%,?,?,-1.6%
O=C(CCc1ccc(O)cc1)NNC(=S)NCCc1ccccc1,18.3,10.2,-6.9,14.9%,0.3%,-2.0%,?,-0.2%,-1.9%
CC(c1c(O)c2ccccc2[nH]c1=O)C1(C)CCC(O)C(C)(C)O1 (stereo not drawn),23.8,4.4,5.6,-1.6%,-1.8%,-2.0%,-17.8%,14.0%,13.4%
Cc1cccc(S(=O)(=O)NC(=O)C2(C)CCN2C(=O)Cc2ccc(-c3ccccc3)cc2)c1 (stereo not drawn),64.7,0.2,0.9,-6.1%,-19.2%,·,2.1%,0.0%,-25.6%
O=c1cc(Br)c(O)c(Br)cc1Br,?,-2.5,-9.3,-1.6%,14.7%,?,13.2%,10.4%,8.9%
COc1ccccc1N1C(=O)C2CCC(c3ccccc3)CC2C1=O (stereo not drawn),28.1,2.7,-5.3,0.9%,-7.3%,-3.3%,?,1.4%,-1.0%

# Pulled by structure from above:
SMILES,IL1B secr inh,D3 ag,D3 antag,GLP-1R agonist,HT1080 IDH1KD tx,SW480 rerep,KB-V1 cytotox,KB-3-1 cytotox,HT1080-NT tox
CCCS(=O)(=O)c1c(S(=O)(=O)CCC)c2c(C)cccn2c1C(=O)N/N=C/c1cc(O)cc(O)c1,81.1,20.5,42.3,-3.8%,7.31µM*,6.51µM*,20.1%,?,?
CCCC(=O)OCCNc1cc(Sc2nccn2C)c2nonc2c1[N+](=O)[O-],-101.1*,-33.7,-91.9*,-1.2%,14.6µM*,19.8%,-17.0%,?,?
